Screening results from PubChem.
MmCpn inh = Inhibitors of TCP-1 ring complex (TRiC) of Methanococcus maripaludis (MmCpn): qHTS. Chaperonin Mm-Cpn (Methanococcus maripaludis). 330,000 compounds, 0.031% hits. purified Mm-Cpn ATPase, ADP Transcreener TR-FRET. Potency, µM (top dose mostly 76.9 µM), inactives show at the highest dose activity, negative = inhibition, usual class: inhibitors; note: potency is the fitted concentration of half-maximal effect; % is set by controls: 0 for no effect and ±100 for the full control effect; nearly all actives have a fitted effect of over 80% in size
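Reaction buffer contained 30 mM Tris pH 7.4, 100 mM KCl, 5 mM MgCl2 and 1 mM DTT. Mm-CPN (25 nM final) hydrolysed 10 uM ATP over 30 min at 37°C; ADP was read by HTRF.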
PTHR1 agonist = qHTS for PTHR1 Agonists: Primary Screen; Parathyroid hormone/parathyroid hormone-related peptide receptor (Homo sapiens), Q03431; HEK293 GP2 PTHR1 cells, GloSensor cAMP luminescence, 1 h; Potency, µM (doses to about 115 µM), inactives show at the top dose activation, usual class: activators; 410,000 compounds, 0.075% hits; note: potency is the fitted concentration of half-maximal effect; nearly all actives have a fitted effect of over 55% in size; some results filed as inactive show a strong effect at the top dose; inactives centre near -15; many of its hits are not listed in these tables
Target sequence (Q03431 whole entry, looked up): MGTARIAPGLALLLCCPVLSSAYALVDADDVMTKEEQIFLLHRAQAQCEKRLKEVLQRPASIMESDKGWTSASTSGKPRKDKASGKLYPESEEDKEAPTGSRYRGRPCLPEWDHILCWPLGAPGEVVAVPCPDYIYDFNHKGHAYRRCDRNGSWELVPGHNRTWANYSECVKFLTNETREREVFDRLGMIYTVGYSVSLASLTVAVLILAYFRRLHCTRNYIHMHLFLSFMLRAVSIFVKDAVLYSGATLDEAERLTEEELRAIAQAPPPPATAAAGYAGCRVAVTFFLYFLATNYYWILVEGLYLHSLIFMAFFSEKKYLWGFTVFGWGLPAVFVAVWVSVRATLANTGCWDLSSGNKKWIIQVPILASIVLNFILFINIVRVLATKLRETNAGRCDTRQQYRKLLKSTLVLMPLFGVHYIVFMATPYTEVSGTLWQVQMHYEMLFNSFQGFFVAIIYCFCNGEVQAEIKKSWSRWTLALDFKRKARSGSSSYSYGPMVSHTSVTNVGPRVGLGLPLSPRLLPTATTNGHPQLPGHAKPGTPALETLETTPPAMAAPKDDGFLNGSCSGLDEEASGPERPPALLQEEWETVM
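HEK-293-derived GP2 cells expressing PTHR1 and a GloSensor cAMP reporter, 3,000/well, plated overnight, given luciferin plus IBMX (each 0.5 mM as added) for 1 h at 37 °C, then compound for 1 h at 37 °C. Luminescence was read after 15 min at room temperature.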
Abeta yeast res = qHTS for compounds that reverse cellular toxicity of Amyloid beta (A-beta) peptide in yeast: Primary Screen. yeast expressing A-beta42, growth rescue, OD600, 48 h; response scale: 0% DMSO, 100% iron-clioquinol control. Potency, µM (top dose mostly 46.1 µM), without a hit: at the top dose growth rescue, usual class: activators. AID 1347071, 2019. 410,000 compounds, 0.063% hits; note: potency is the fitted concentration of half-maximal effect; nearly all actives have a fitted effect of over 55% in size
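Growth rescue measured by 600 nm absorbance after 48 h yeast culture at 30 C with compound. Values normalized between DMSO and an equimolar ferric chloride plus clioquinol control.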
aSyn yeast inh = qHTS of alpha-syn Inhibitors | Yeast expressing alpha-synuclein, growth rescue, BacTiter-Glo, 24 h | Potency, µM (doses to about 46.1 µM), for the others: at the highest dose growth rescue (activation), hits mostly activators | 370,000 compounds, 0.14% hits; note: potency is the fitted concentration of half-maximal effect; % of control where 0% means no effect; nearly all actives have a fitted effect of over 65% in size
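Galactose-induced alpha-syn yeast (OD600=0.02, raffinose-pregrown) + pinned cpd, 24 hr, 30 deg C; growth by BacTiter-Glo luminescence. Growth restoration scores as activation.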
Akt phos inh = HTS Assay for Inhibitors of Akt Phophorylation: Primary Screen | Neuro2A IGF-stimulated pAkt S473 HTRF, 20 min; stronger effect = lower value | 360,000 compounds, 0.32% hits | activity change, % for hits at 50 µM | AID 651550, 2012; in the data active = activity change below about -80%; inconclusive = mostly about -51% to -80%; note: % is set by controls: 0 for no effect and ±100 for the full control effect
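Neuro2A cells in DMEM with 0.5% FBS, overnight at 37 deg C, given compound at single 50 µM final, then IGF (6 nM final) for 20 min at 37 deg C. Lysed; phospho-Akt Ser473 by HTRF after 24 h, 665/615 ratio.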
GLP-1R inv ag = qHTS of GLP-1 Receptor Inverse Agonists (Inhibition Mode); Glucagon-like peptide 1 receptor (Homo sapiens), P43220; HEK293 GLP-1R CRE-luciferase, luminescence, 24 h; GLP-1R form is constitutively active; Potency, µM (titrated, usually from 38.3 µM), without a hit: top-dose activity change, negative = inhibition, hits mostly inhibitors; 410,000 compounds, 1.6% hits; AID 624417, 2012; note: potency is the fitted concentration of half-maximal effect; % is set by controls: 0 for no effect and ±100 for the full control effect; nearly all actives have a fitted effect of over 55% in size
Target sequence (P43220 whole entry, looked up): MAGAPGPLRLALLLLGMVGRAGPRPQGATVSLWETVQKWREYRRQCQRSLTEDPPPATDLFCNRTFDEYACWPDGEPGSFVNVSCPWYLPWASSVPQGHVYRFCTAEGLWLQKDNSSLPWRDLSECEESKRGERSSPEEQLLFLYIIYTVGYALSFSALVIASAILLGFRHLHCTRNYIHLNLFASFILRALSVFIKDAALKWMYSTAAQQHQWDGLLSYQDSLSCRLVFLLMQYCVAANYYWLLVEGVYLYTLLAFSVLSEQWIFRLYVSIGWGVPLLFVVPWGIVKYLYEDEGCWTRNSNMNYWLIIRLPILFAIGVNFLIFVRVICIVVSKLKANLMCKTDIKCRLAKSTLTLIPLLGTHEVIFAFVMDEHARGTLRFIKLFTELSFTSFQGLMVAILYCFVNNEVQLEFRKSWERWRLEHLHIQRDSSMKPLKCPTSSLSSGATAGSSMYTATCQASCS
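Luminescence readout: a drop in cAMP-driven luciferase signal flags inverse agonism at a constitutively active GLP-1R stably expressed in HEK293. Compound exposure lasted 24 hr at 37 deg C, 5% CO2.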
GLP1R cytotox = qHTS of GLP-1 Receptor Inverse Agonists: Cytotox Screen; HEK293 cAMP-luciferase reporter cells, luminescence, 24 h; 410,000 compounds, 0.13% hits; Potency, µM (highest dose often 38.3 µM), for inactives: at the highest dose activity change, negative = inhibition, most hits filed as inhibitors;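 note: loss of luciferase light is scored as toxicity; potency is the fitted concentration of half-maximal effect; % is set by controls: 0 for no effect and ±100 for the full control effect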
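Here, cytotoxicity is scored as loss of luminescence. The MLSMR collection was tested on cells seeded in medium containing 10% Nu serum, with a 24 hr compound exposure preceded by 12 hours of culture.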
FUS suppressor = qHTS for Suppressors of FUS Proteinopathy: Primary screen using FUS-linked yeast assay; S. cerevisiae FUS-expressing, growth rescue, OD600, 24 h; Potency, µM (series often up to 76.6 µM), without a hit: at the top dose growth rescue (activation), actives largely listed as activators; 390,000 compounds, 0.24% hits;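 note: potency is the fitted concentration of half-maximal effect; plate controls were DMSO vehicle for no effect and reference control for full effect; nearly all actives have a fitted effect of over 55% in size; some results filed as inactive show a strong effect at the top dose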
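Read-out: OD at 600 nm after 24hr at 30C, reporting rescue of FUS-induced yeast toxicity. Cells at OD 0.005 in galactose (2%) minimal medium; compounds tested in a dilution series; CP55940 titration from 92uM final as control.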
TDP-43 yeast inh = qHTS of TDP-43 Inhibitors. 410,000 compounds, 1.8% hits. TDP-43 expressing yeast growth rescue, BacTiter-Glo, 24 h. Potency, µM (top dose mostly 46.1 µM), for inactives: at the top dose growth rescue (activation), actives largely listed as activators; note: potency is the fitted concentration of half-maximal effect; % of control where 0% means no effect; nearly all actives have a fitted effect of over 50% in size
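Cell-based yeast growth screen: TDP-43 expression induced in galactose, inoculum OD600=0.02 after raffinose pregrowth to mid-log. Read-out BacTiter-Glo luminescence at 24 hr, 30 deg C; inhibition of toxicity seen as signal increase.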
* marks the source's active call; other numbers are inactive results; i = inactive; ? = inconclusive; nt = not tested or not shown; [ ] = remark or other dose. Unless noted, calls come from the whole dose curve; as a rule, active = well fitted curve in the direction sought with a large enough effect; inconclusive = small, poorly fitted or top-dose-only effect, or another doubt; inactive = no such curve, though single readings can be large; an effect the other way counts as inactive or inconclusive. This is a subset; rates above refer to the full screens.

SMILES | MmCpn inh | PTHR1 agonist | Abeta yeast res | aSyn yeast inh | Akt phos inh | GLP-1R inv ag | GLP1R cytotox | FUS suppressor | TDP-43 yeast inh
O=C(O)c1ccccc1CSc1nnnn1-c1ccccc1 | 2% | -7% | 23% | 1% | i | 12% | 0% | 20% | -14%
O=C(Cc1ccc([N+](=O)[O-])cc1)NCc1ccc2c(c1)OCO2 | 1% | -17% | 0% | -2% | i | 12% | 1% | nt | 9%
O=[N+]([O-])c1ccc(N2CCOCC2)cc1N1CCCCC1 | 2% | -22% | 18% | -4% | i | 11% | -31% | -30% | 17%
COC(=O)c1c(-c2cccs2)csc1NC(=O)COc1ccc(C(C)C)cc1 | nt | i | -9% | nt | nt | -2% | 0% | 10% | -9%
CCOc1ccc(CCNC(=O)C2CCN(c3nnc(-n4cccc4)s3)CC2)cc1OCC | 0% | -16%[57.5 µM] | -6% | 1% | i | -28% | -2% | 27% | 25%
O=C(NCc1cccc(Cl)c1)c1cnccn1 | 1% | i | 1% | 3% | -86%* | 3% | 3% | 30% | -9%
COc1ccc(C=O)c(-c2c(CCO)sc3ccccc23)c1 | nt | i | 9% | -6% | i | 15% | 1% | 0% | 13%
Cc1onc(-c2c(Cl)cccc2Cl)c1C(=O)Nc1nccs1 | -2% | -24% | 7% | 4% | i | ? | -2% | 9% | 4%
CC1CN(C(=O)c2cccc(S(=O)(=O)N3CCOCC3)c2)CC(C)O1 (configuration not stated) | 2% | -14%[57.5 µM] | -7% | -5% | i | 3% | 4% | 1% | -9%
O=C1CC2(CCN(C(=O)c3ccc(F)cc3)CC2)Oc2ccccc21 | -5% | i | 11% | 6% | i | -20% | -2% | 9% | 10%
CC(=O)NC(c1ccc(F)c(F)c1)c1nc(-c2cccc(F)c2)cs1 (configuration not stated) | nt | -3% | 14% | -2% | i | 9% | 2% | -8% | 29%
NC(=O)c1ccc(C(=O)N/N=C(/Cc2ccccc2)c2ccccc2)cc1 | 2% | -10% | -8% | -1% | i | 19% | 9% | 24% | -16%
O=c1c(N2CCOCC2)coc2ccccc12 | -2% | i | -4% | 6% | i | 0% | 5% | -27% | -2%
CC(C)(C)OC(=O)C[C@H]1C/C=C\C[C@H](CC(=O)NCCO)C(=O)NC[C@H](c2ccccc2)OC1=O | -1% | -24% | 1% | 3% | i | 2% | 5% | 3% | 12%
CCOC(=O)C1(CCOC)CCN(C(=O)c2ccc(CSC)o2)CC1 | 2% | -1% | 7% | -4% | i | 23% | -2% | 9% | 14%

Gathered by group, those above with a thiophene ring, fused or not
SMILES | MmCpn inh | PTHR1 agonist | Abeta yeast res | aSyn yeast inh | Akt phos inh | GLP-1R inv ag | GLP1R cytotox | FUS suppressor | TDP-43 yeast inh
COC(=O)c1c(-c2cccs2)csc1NC(=O)COc1ccc(C(C)C)cc1 | nt | i | -9% | nt | nt | -2% | 0% | 10% | -9%
COc1ccc(C=O)c(-c2c(CCO)sc3ccccc23)c1 | nt | i | 9% | -6% | i | 15% | 1% | 0% | 13%

(further entries)
SMILES | MmCpn inh | PTHR1 agonist | Abeta yeast res | aSyn yeast inh | Akt phos inh | GLP-1R inv ag | GLP1R cytotox | FUS suppressor | TDP-43 yeast inh
CN(C)CCN(C(=O)c1ccc(S(=O)(=O)N2CCCC2)cc1)c1nc2ccc(Br)cc2s1 | 1% | i | 13% | 2% | i | 5.6µM* | 62%[activator] | -11% | 0%
Cc1ccccc1NC(=O)COC(=O)c1ccc(CSc2ccc(Cl)cc2)cc1 | -3% | i | 6% | 15% | i | 6% | 8% | -6% | 7%
O=C(c1c(F)cccc1F)N(C1CCCCC1)C1CCCCC1 | -2% | -21% | 1% | -1% | i | ? | -6% | 1% | 12%
COc1ccc(NC(=O)c2c(F)cccc2Cl)cc1S(=O)(=O)N1CCOCC1 | -4% | -26% | -5% | 8% | i | 28% | 6% | 0% | 13%
COc1ccc(CNC(=O)c2c3c(nc4ccccc24)C(=O)N(C2CCCCC2)C3)cc1 | nt | i | 2% | nt | nt | ? | 3% | -24% | 11%
CCN(CC(=O)NCc1ccc(Cl)cc1)C(=O)c1c(C)noc1C | -1% | i | 2% | -5% | i | -3% | -8% | nt | 18%
COc1ccccc1NC(=O)N1CCN(c2cc(-c3ccccc3)nc3ncnn23)CC1 | 0% | 10%[57.5 µM] | 10% | -1% | i | 0% | -15% | 36% | -19%
CCOC(=O)CN1C(=O)S/C(=C/c2cccc([N+](=O)[O-])c2O)C1=O | 0% | -93% | -11% | 12% | i | 2% | -6% | 4% | -25%
C/C(=N\NC(=O)c1ccoc1C)c1ccc(Br)s1 | 1% | -23% | -14% | -1% | i | 71%[activator] | 2% | 1% | 24%
C[C@H](CO)N1C[C@H](C)[C@@H](CN(C)C(=O)Nc2ccc(C(F)(F)F)cc2)Oc2ccc(NC(=O)C3CC3)cc2C1=O | -1% | -23% | -9% | -1% | i | 10% | -8% | 27% | -5%
Cc1ccccc1N1CCN(S(=O)(=O)c2ccc3ccccc3c2)CC1 | 0% | -77%[inhibitor] | 7% | 11% | i | 10µM* | 19% | 39% | -12%
CC(C)CCNC(=O)C1CCC(CNc2c(N3CCC(C)CC3)c(=O)c2=O)CC1 (configuration not stated) | 0% | i | -11% | -3% | i | 6% | -7% | 10% | -27%
O=C1C=C(NC2CC2)C2(CCCCC2)O1 | -1% | -2%[57.5 µM] | 19% | -4% | nt | -1% | 0% | -25% | 8%
COc1ccc(CCNC(=O)CC2SC(=Nc3cc(C)cc(C)c3)NC2=O)cc1OC (configuration not stated) | 3% | -12% | 0% | 2% | i | 40%[activator] | -8% | -2% | 1%
COC(=O)c1ccc(OCC2c3cc(OC)c(OC)cc3CCN2C(=O)c2ccccc2F)cc1 (configuration not stated) | nt | -7% | -6% | -15% | nt | -16% | -4% | 19% | 21%

Brought forward from above: 2 compounds, followed by the next part.
SMILES | MmCpn inh | PTHR1 agonist | Abeta yeast res | aSyn yeast inh | Akt phos inh | GLP-1R inv ag | GLP1R cytotox | FUS suppressor | TDP-43 yeast inh
COc1ccc(CCNC(=O)CC2SC(=Nc3cc(C)cc(C)c3)NC2=O)cc1OC (configuration not stated) | 3% | -12% | 0% | 2% | i | 40%[activator] | -8% | -2% | 1%
COC(=O)c1ccc(OCC2c3cc(OC)c(OC)cc3CCN2C(=O)c2ccccc2F)cc1 (configuration not stated) | nt | -7% | -6% | -15% | nt | -16% | -4% | 19% | 21%
CCN1C(=O)/C(=C2/C=CC=CN2C)OC1=S | 0% | -4%[57.5 µM] | 9% | 1% | i | -21% | ? | 19% | ?
CCn1c(CN2CCOCC2)nc2cc(NC(=O)c3ccccc3[N+](=O)[O-])ccc21 | nt | i | -9% | nt | nt | 8% | 16% | 16% | 6%
CCOc1ccc(OCCC(=O)N(CC)CC(=O)Nc2ccccc2OC)cc1 | nt | -6% | 7% | 0% | i | ? | -14% | 13% | -13%
CC1(C)CC(CC(=O)O)(c2ccc(F)cc2)CCO1 (configuration not stated) | 1% | i | 5% | 2% | i | 16% | 5% | -13% | 0%
Cc1cc(C)c(OCCOCCN2CCCC2)c(C)c1 | nt | -12% | -7% | -7% | i | ? | -3% | 3% | -9%
O=C(CC[C@H]1O[C@@H](n2ccc(=O)[nH]c2=O)[C@H](O)[C@@H]1O)N1CCN(c2ccccn2)CC1 | nt | 9% | -12% | -2% | i | 1% | 1% | -13% | 5%
O=C(N[C@H]1CC[C@H](CCNS(=O)(=O)c2ccc(Cl)cc2)O[C@@H]1CO)c1cccc(F)c1 | nt | -55%[inhibitor] | -12% | -2% | i | -9% | 16% | 18% | 2%
Cc1ccc(CNC(=O)Cc2coc3cc(C)cc(C)c23)cc1 | nt | -14% | 1% | nt | nt | 8% | 15% | 14% | 7%
O=C(CCCCCNC(=O)c1ccccc1Br)N=Nc1c(O)[nH]c2ccccc12 | -1% | -8% | nt | -5% | i | 8% | 1% | -7% | 11%
Cc1c(C(=O)NCc2ccc3c(c2)OCO3)sc(=O)n1Cc1ccc(-c2ccccc2)cc1 | nt | i | -6% | -4% | i | ? | 1% | ? | 23%
C[C@@H]1CN([C@@H](C)CO)C(=O)Cc2cc(NC(=O)Nc3ccc4c(c3)OCO4)ccc2O[C@@H]1CN(C)C(=O)NC1CCCCC1 | 0% | -28% | -4% | 0% | i | 0% | -6% | 39% | -6%
COc1ccccc1CNC(=O)COC(=O)c1cc(C)oc1C | -2% | 10% | 26% | 8% | i | -8% | 11% | -4% | 23%
Cc1ccc(C(=O)N(Cc2ccccc2)C(C)(C)C)cc1C | 1% | i | -22% | -12% | i | 7.1µM* | -2% | nt | 9%
Cc1onc(-c2ccccc2)c1C(=O)NCc1ccccc1F | 0% | i | 15% | 1% | i | -8% | 5% | -6% | 26%

Laid out differently: entries from further up.
SMILES	MmCpn inh	PTHR1 agonist	Abeta yeast res	aSyn yeast inh	Akt phos inh	GLP-1R inv ag	GLP1R cytotox	FUS suppressor	TDP-43 yeast inh
Cc1ccc(CNC(=O)Cc2coc3cc(C)cc(C)c23)cc1	nt	-14%	1%	nt	nt	8%	15%	14%	7%
O=C(CCCCCNC(=O)c1ccccc1Br)N=Nc1c(O)[nH]c2ccccc12	-1%	-8%	nt	-5%	i	8%	1%	-7%	11%
